Screens as filed in PubChem.
697 NFkB inh: lowers PMA/ionomycin-induced NF-kB signal in 697 B cells; 697 B-cell NF-kB luciferase reporter, 16 h; inhibition, % at 4 µM; 0.33% of 330,000 active; in the data active means inhibition above about 35%
EBI2 block: blocks human EBI2 receptor beta-arrestin signaling | P32249 | AID 651636 | inhibition, % at 5 µM | 0.81% of 360,000 active | EBI2 beta-arrestin recruitment, luminescence, 7a,25-OHC stimulated; in the data active means inhibition above about 38%;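 further: enzyme fragment complementation signal reports receptor beta-arrestin coupling in cells; 0% = agonist plus DMSO wells and 100% = wells without agonist; some results beyond the cut were filed as inactive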
CXCR6 inh: CXCR6 (human) receptor inhibition. O00574. CHO-K1 PathHunter CXCR6 beta-arrestin, luminescence. inhibition, % at 20 µM. 0.36% of 360,000 active; in the data active means inhibition above about 34%, passing the limit was not always enough;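 further: antagonist mode with CXCL16 agonist at 10 nM final; 0% = 10 nM CXCL16 with DMSO and 100% = unstimulated wells without agonist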
XBP1 UPR activ: activators of adaptive arm of unfolded protein response (XBP1). CHO-XBP1 luciferase reporter, IRE1-XBP1 UPR activation, luminescence; percent of tunicamycin response, DMSO as zero. activation, % at 20 µM. 0.33% of 330,000 active. AID 463104;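 active means versus positive control, 20 µM dose yields 30% or more activation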;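 further: 100% = tunicamycin at 10 µg/mL and 0% = DMSO only wells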
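incubation = overnight seeding at 37 °C, 6 h compound treatment at 37 °C | assay system = CHO-XBP1 cells stably carrying IRE1-XBP1-driven luciferase reporter | input = 1000 cells per well | detection = luciferase luminescence | dosing = single point, 20 µM final compound, 1% DMSO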
Mdm2 MdmX PPI: disrupts the human Mdm2-MdmX interaction; O15151+Q00987; SaOS-2 split-luciferase Mdm2/MdmX complementation, luminescence; inhibition, % at 8 µM; 3% of 330,000 active; AID 485346;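 active means inhibition of at least 50% at 8 µM in the primary screen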
Target sequence (O15151 whole entry, looked up): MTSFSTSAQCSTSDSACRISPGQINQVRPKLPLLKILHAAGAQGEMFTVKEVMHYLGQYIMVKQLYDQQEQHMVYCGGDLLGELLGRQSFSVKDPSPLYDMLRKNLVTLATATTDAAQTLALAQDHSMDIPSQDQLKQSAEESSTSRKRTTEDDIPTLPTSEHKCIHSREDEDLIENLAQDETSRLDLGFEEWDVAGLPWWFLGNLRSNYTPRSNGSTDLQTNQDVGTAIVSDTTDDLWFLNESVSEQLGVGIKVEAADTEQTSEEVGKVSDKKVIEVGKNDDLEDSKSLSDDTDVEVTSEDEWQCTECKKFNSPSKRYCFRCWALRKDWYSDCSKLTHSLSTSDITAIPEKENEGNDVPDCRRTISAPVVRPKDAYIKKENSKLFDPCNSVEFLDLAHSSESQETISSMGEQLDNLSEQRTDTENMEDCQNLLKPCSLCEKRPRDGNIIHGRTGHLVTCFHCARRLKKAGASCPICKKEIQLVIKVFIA
Target sequence (Q00987 whole entry, looked up): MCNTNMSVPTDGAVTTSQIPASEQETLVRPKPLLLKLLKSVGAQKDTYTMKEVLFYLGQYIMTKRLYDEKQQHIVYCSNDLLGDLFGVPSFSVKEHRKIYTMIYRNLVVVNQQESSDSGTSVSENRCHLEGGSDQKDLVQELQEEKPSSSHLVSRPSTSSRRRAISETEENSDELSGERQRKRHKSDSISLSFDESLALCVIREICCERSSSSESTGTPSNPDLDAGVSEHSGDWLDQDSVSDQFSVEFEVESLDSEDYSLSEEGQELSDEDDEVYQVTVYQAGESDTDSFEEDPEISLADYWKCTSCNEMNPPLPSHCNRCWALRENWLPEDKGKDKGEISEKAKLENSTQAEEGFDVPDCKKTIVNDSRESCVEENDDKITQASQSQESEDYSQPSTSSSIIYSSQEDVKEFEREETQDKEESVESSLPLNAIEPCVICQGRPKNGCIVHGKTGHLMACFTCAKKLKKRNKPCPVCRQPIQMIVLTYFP
Gli-Sufu block: antagonists of Gli-Sufu signaling. inhibition, % at 5 µM. 0.74% of 340,000 active. Sufu-KO-LIGHT fibroblasts, Gli luciferase reporter luminescence. AID 588413;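 active means inhibition above about 55%, limit read from the data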;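 further: 0% = DMSO-treated cells and 100% = wells with medium but no cells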
UPR CHOP act: apoptotic UPR (CHOP) activation; CHO-CHOP luciferase reporter, luminescence; percent of tunicamycin response over DMSO baseline; activation, % at 10 µM; 0.34% of 330,000 active;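 active means at 10 µM dose, activation of 40% or more, normalized to positive control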;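 further: 100% = tunicamycin at 10 µg/mL and 0% = DMSO alone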
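Evaluation: % reporter activation, DMSO baseline versus tunicamycin full activation; System: CHO-CHOP luciferase reporter cell line; Input: 500 cells/well; Incubation: 6 h compound treatment, 37 °C; Measured by: Steady-Glo luciferase luminescence; Dosing: one dose, 10 µM in 0.5% DMSO; Buffer or medium: F12 medium, 10% FBS; Benchmarks: positive tunicamycin 10 µg/mL, negative DMSO alone.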
Jurkat NFkB inh: inhibitors of the PMA/ionomycin-induced NF-kB reporter in Jurkat cells | PMA/ionomycin-induced NF-kB luciferase reporter, luminescence | inhibition, % at 4 µM | 0.53% of 330,000 active | AID 435003; in the data active means inhibition above about 50%
CCR6 antag: blocks CCL20-driven beta-arrestin recruitment at human CCR6. P51684. CHO-K1 CCR6 PathHunter beta-arrestin, luminescence, CCL20-stimulated. inhibition, % at 20 µM. 0.49% of 340,000 active. AID 493098;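 active means compounds whose inhibition of the agonist-driven luminescence signal at 20 µM reaches about 50%, limit read from the data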;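 further: cells stimulated with CCL20 at 14 nM final; plate controls were DMSO with CCL20 for no effect and DMSO without agonist for full effect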
Numbers without * were called inactive.

structure	697 NFkB inh	EBI2 block	CXCR6 inh	XBP1 UPR activ	Mdm2 MdmX PPI	Gli-Sufu block	UPR CHOP act	Jurkat NFkB inh	CCR6 antag
O=C1C2CC=CCC2C(=O)N1c1cccc(OS(=O)(=O)c2ccc3ccccc3c2)c1 (stereo unspecified)	-9	6	-4	2	-18	5	0.2	5	9
Oc1oc(-c2cccc3ccccc23)nc1/C=N/c1nccs1	-9	5	3	-2	-29	-19	1.6	-8	21
CCN1CCN(S(=O)(=O)c2ccc(Cl)c(C(=O)NC(C)(C)C)c2)CC1	-1	-2	0	0	1	-12	-0.1	-13	7
O=C(CN(C(=O)c1csnn1)c1ccccc1)NCCc1ccccc1	-1	-6	6	0	-24	16	3.5	10	-8
O=c1[nH]cnc2sc3c(c12)CCC3	2	-2	2	-4	-5	6	-2.9	-8	2
O=C(NCC1CCCO1)c1nc(Cn2ccc([N+](=O)[O-])n2)no1 (stereo unspecified)	6	-11	-5	-8	-6	16	0.6	9	-11
CC(C)C(=O)NC(=O)[C@@H]1CCCN1C(=O)/C=C/c1ccccc1	12	5	-2	-1	-24	1	-1.6	4	0
O=C(O)CSCC(=O)N1CCCN(c2nc3ccc(Cl)cc3s2)CC1	21	-23	-6	1	10	10	-0.6	11	-7

Another view of two compounds above.
Values in the order – 697 NFkB inh | EBI2 block | CXCR6 inh | XBP1 UPR activ | Mdm2 MdmX PPI | Gli-Sufu block | UPR CHOP act | Jurkat NFkB inh | CCR6 antag
> O=c1[nH]cnc2sc3c(c12)CCC3
    2 | -2 | 2 | -4 | -5 | 6 | -2.9 | -8 | 2
> O=C(O)CSCC(=O)N1CCCN(c2nc3ccc(Cl)cc3s2)CC1
    21 | -23 | -6 | 1 | 10 | 10 | -0.6 | 11 | -7

Following part:
structure	697 NFkB inh	EBI2 block	CXCR6 inh	XBP1 UPR activ	Mdm2 MdmX PPI	Gli-Sufu block	UPR CHOP act	Jurkat NFkB inh	CCR6 antag
CCN(CC)S(=O)(=O)c1ccc(-c2csc(C)n2)cc1	-2	7	-8	3	14	-4	1.6	-5	-2
Cc1nnc(NC(=O)CSc2nnc(CNC(=O)c3ccc(F)cc3)o2)s1	-7	-2	5	-3	-5	5	2.3	-2	-4
Cc1occc1-c1nnc(SCC(=O)NC2CCCC2)n1C	0	-13	-4	0	-5	-11	-0.4	-2	2
O=C1/C(=C/c2cccnc2)CC/C1=C\c1cccnc1	-66	-4	-4	-1	12	8	4.1	-21	8
O=C(NCCN1CCN(C(=O)c2ccc(F)cc2)CC1)C(=O)NCc1ccccc1	-7	1	-14	-2	-10	11	1.9	-3	-1
Cn1c2cc(Br)sc2c2cnn(Cc3ccc(F)cc3F)c(=O)c21	17	-11	7	-3	21	-1	0.5	11	-4
COc1ccc(C(=O)n2nc(-c3ccco3)nc2SC)cc1OC	-8	4	29	-3	-9	-16	-2.1	6	39
Cc1ccc(S(=O)(=O)[N-]c2nc3ccccc3nc2-[n+]2cc(C)cc(C)c2)cc1	-14	-6	-1	1	-15	6	1.4	-11	10
O=c1c2ccccc2nc(SCc2ccc([N+](=O)[O-])cc2)n1-c1ccc(Cl)cc1	-30	17	10	5	7	11	0.9	-2	14
COc1ccc(N2CCN(CC(=O)Nc3nnc(-c4ccccc4)s3)CC2)cc1	5	-4	-9	-1	-8	-7	1.5	12	-11
O=C1NC[C@H](Cc2ccc(O)cc2)N(CC2CCCCC2)C1=O	24	-8	-9	3	20	-6	1.7	4	-6
COc1ccc(S(=O)(=O)N2CCCCC2)cc1NC(=O)c1ccc2ccccc2n1	33	13	6	0	27	4	1.6	-2	3
Cc1nnc(NCCc2ccccc2)[nH]c1=O	0	-1	3	-1	-31	6	-1.7	5	4
O=C(NCCOC(=O)C1COc2ccccc2O1)c1cccnc1 (stereo unspecified)	12	9	0	-1	-2	-1	-0.8	-2	-7
CN1CC(=O)N(CC(=O)Nc2ccc(OCc3ccccc3)cc2)C1=O	-12	-6	1	3	3	-18	3.2	-5	-7
CC(=O)c1cccc(NC(=O)Cn2cc3c(n2)CCCC3)c1	8	-10	-3	1	-16	4	0.3	3	12
CCC(=O)N1CCc2cc(S(=O)(=O)N3CCN(c4cc(C)ccc4C)CC3)ccc21	-4	20	11	-7	20	28	3.8	-5	15
COc1ccc(C(=O)NC(CC(=O)O)c2cc([N+](=O)[O-])ccc2Cl)cc1 (stereo unspecified)	8	-11	1	-2	-1	2	1.3	1	0
Cc1oncc1-c1csc(-c2ccccc2Cl)n1	-8	8	3	7	-8	-23	4.9	-4	15
Cc1cc(-c2c(C)n([O-])c(C)c(C)[n+]2=O)ccc1F	7	-12	4	-2	23	-5	1.4	3	3
CCOc1cc(CNc2ncc(-c3ccc(OC)cc3)n2C)ccc1O	6	-3	7	2	-21	2	-3.8	-3	16
Cc1nn(CC#N)c(=O)n1N(C)c1ncc(C(F)(F)F)cc1Cl	7	-8	5	-2	-8	6	-1.5	-1	-8
COC(=O)C1CN(S(=O)(=O)c2ccc(NC(C)=O)cc2)CCS1 (stereo unspecified)	8	-2	12	19	9	-7	-0.6	4	19
CCc1ccc(Nc2nnc(SCC(=O)N(C)CC(=O)Nc3ccccc3CC)s2)cc1	-26	1	0	1	13	1	5.6	-32	14
Cc1ccc(C)c(NC(=S)NNC(=O)c2csc(C)c2)c1	9	6	3	-4	-10	4	0.4	-13	27
CCOC(=O)c1sc(NC(=O)CCC(=O)O)nc1C	8	1	4	-3	-7	-1	-0.1	-8	14
C#CCOCCOCCOCCNc1nc(N2CCN(C(=O)[C@H](CCCCN)n3cc(CN)nn3)CC2)nc(N2CCN(C(=O)[C@H](CCCCN)n3cc(CN)nn3)CC2)n1	7	3	-4	0	21	-4	1.0	-3	7
COc1ccccc1C1C2=C(CC(C)(C)CC2=O)N(CC(=O)O)C2=C1C(=O)CC(C)(C)C2	-21	-14	-1	1	-19	5	-0.1	-9	4
COc1cc(NC(=O)c2cccs2)ccc1NC(=O)Cc1ccccc1	15	-10	3	0	18	-22	1.4	-10	2
COC(=O)c1ccc(NC(=O)CCn2cccc2)cc1	5	21	9	-3	26	5	5.8	1	-10
Cc1ccccc1CC1(CO)CCCN(Cc2ccc3c(c2)OCCO3)C1 (stereo unspecified)	13	11	-5	-1	-14	26	-1.8	0	21
COc1cccc(/C=N/NC(=O)c2nc(-c3ccccc3)cc(-c3ccccc3)n2)c1O	-14	4	-2	2	51*	3	0.7	-16	-5
Cc1sc2nc(CN3CCCCC3)nc(Cl)c2c1C	-18	5	-18	-1	5	5	5.1	4	8
COc1ccc(OC)c(S(=O)(=O)NCCc2cn3ccsc3n2)c1	12	5	6	0	0	2	-1.3	-9	8
COc1ccc(NC(=O)c2cccc(N3C(=O)c4ccc(C(=O)Nc5ccc(OC)c(O)c5)cc4C3=O)c2)cc1O	-5	-3	-2	-6	21	10	2.9	-3	7
CCNc1nc(NCC)nc(OCCOC(C)=O)n1	12	4	2	4	14	-3	-0.3	18	13
CC(=O)Nc1ccc(OC(=O)c2ccco2)cc1	15	-11	2	3	12	5	-1.3	7	11
CC(C)NC(=O)c1[nH]nc2c1CCc1ccccc1-2	-30	5	-10	8	-10	-31	0.8	-42	8
O=C(NC1(C(F)(F)F)NC(=O)N(Cc2ccccc2)C1=O)c1cccnc1 (stereo unspecified)	10	0	0	-3	5	-22	-3.5	-8	7
O=C1CN(C(=O)COc2ccc(Cl)c(Cl)c2)c2ccccc2N1	14	2	-5	-2	14	-9	0.2	15	3
O=c1c2c3nc4ccccc4nc3n(CC3CCCO3)c2ncn1CCc1ccccc1 (stereo unspecified)	-2	7	-2	0	26	5	0.1	0	-2
CCNS(=O)(=O)c1cccc(C(=O)c2c(C)cc3ccccn23)c1	8	17	-2	-3	-2	-1	-0.1	0	17
CCCc1c(C)c2c(C)[nH]nc2oc1=O	4	-3	-4	0	12	27	1.8	-13	-6
O=C(Nc1ccc(C(=O)N2CCCCC2)cc1)c1ccc([N+](=O)[O-])cc1	5	-7	-2	-4	11	6	-0.5	0	-8
CCCOc1ccc(N/C=C/C(=O)c2ccc(OC)c(OC)c2)cc1	9	6	-1	0	0	9	3.3	-11	12
Cc1csc(NC(=O)c2nc3nc(C)cc(C)n3n2)n1	-73	-4	3	-3	-51	-55	-1.6	-59	3
Fc1cccc(CN2CCN(Cc3nc(CCc4ccccc4)no3)CC2)c1	-1	0	4	2	11	1	0.6	3	7
CCOc1ncccc1C(=O)OCc1ccc(C(=O)OC)cc1	-74	4	-4	3	20	-15	3.4	22	16
CCN1CCN(C(=O)c2nn(C)c3c2CS(=O)(=O)c2ccccc2-3)CC1	-17	3	-3	0	16	9	-0.6	-4	2
COc1ccc(CN(C)C(=O)Cc2ccsc2)c(OC)c1OC	12	-1	6	1	15	29	1.2	6	11
COc1cccc(-n2c(-c3cccc(S(=O)(=O)N(C)C)c3)n[nH]c2=S)c1	11	-1	6	1	16	3	1.0	3	2
Cc1nn(C)cc1/C=N/O	-3	4	5	1	-20	2	-3.3	-17	-13
CC(C)(C)c1ccc(S(=O)(=O)Nc2ccccn2)cc1	9	-10	4	-1	-6	-1	-1.9	2	-8
COc1ccc(C(=O)Nc2cc(C)nc3ccccc23)cc1OC	-8	0	-4	-1	6	7	-0.2	3	1
Cc1ccc(NC(=S)NC2CCN(Cc3ccccc3)CC2)cc1	-2	0	0	0	-15	7	8.1	-1	0
COc1cc(C(=O)OCC#N)ccc1OCc1c(C)noc1C	14	5	4	3	-13	0	1.5	17	-3
